RGS4-Gao reg = human RGS4-Galphao interaction regulation | P09471 | Multiplexed bead flow cytometry, RGS4-Galphao binding; actives lie on both sides | binding response (% of control), % at 10 µM | actives 0.33% (n = 220,000); in the data active means binding response below about 49% or above about 150%; inactive means in between;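 further: fluorescent Galphao activated with aluminum fluoride binding bead-coupled RGS4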
Target sequence (P09471 whole entry, looked up): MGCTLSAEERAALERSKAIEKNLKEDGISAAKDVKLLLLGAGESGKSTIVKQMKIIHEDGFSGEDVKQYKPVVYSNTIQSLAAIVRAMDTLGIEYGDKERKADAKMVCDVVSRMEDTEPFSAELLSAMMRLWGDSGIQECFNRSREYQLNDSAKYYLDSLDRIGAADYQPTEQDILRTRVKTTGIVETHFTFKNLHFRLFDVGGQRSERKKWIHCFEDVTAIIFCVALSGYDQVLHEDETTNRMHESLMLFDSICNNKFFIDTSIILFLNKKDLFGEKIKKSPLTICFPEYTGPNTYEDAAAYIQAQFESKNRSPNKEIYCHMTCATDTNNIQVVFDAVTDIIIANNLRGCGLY
Bim-Bcl-B = inhibitors of Bim-Bcl-B interaction, human; actives 0.073% (n = 190,000); AID 951; bead-based flow cytometry, Bim peptide-Bcl-B binding; inhibition, % at 10 µM; Q9HD36;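 further: 0% = tracer peptide without compound and 100% = reference inhibitor peptide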
Target sequence (Q9HD36 whole entry, looked up): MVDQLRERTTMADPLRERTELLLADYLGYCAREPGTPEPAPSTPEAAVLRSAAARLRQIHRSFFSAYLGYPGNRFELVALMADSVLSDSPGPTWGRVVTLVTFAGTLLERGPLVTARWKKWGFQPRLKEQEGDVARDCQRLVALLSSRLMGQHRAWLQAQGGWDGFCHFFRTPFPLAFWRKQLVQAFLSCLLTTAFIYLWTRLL
Bim-Bfl-1 = human Bim-Bfl-1 interaction inhibition | actives 0.12% (n = 190,000) | AID 1008 | inhibition, % at 10 µM | Bead-based flow cytometry, Bim-Bfl-1 binding inhibition;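 further: 0% = wells without compound plus tracer and 100% = blocker peptide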
RGS8-Gao reg = modulates binding of RGS8 to human Galphao; P09471; multiplexed bead flow cytometry; actives lie on both sides; response (percent of control binding), % at 10 µM; AID 1423; actives 0.34% (n = 220,000); in the data active means response below about 60% or above about 140%; inactive means in between;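 further: Galphao activated as the GDP aluminium fluoride complex binding bead-coupled RGS8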
RGS7-Gao = human RGS7-Galphao interaction regulation; P09471; Multiplexed bead flow cytometry, RGS7-Galphao binding; actives lie on both sides; binding response (% of control), % at 10 µM; actives 0.35% (n = 220,000); AID 1439; in the data active means binding response below about 49% or above about 150%; inconclusive means no clear call, values can overlap the other calls; inactive means in between;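 further: fluorescent Galphao held in activated GDP-AlF4 state binding bead-coupled RGS7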
Bcl-XL Bim block = inhibitors of Bim-Bcl-XL interaction, human; Bim peptide-Bcl-XL binding, bead flow cytometry, fluorescence; Q07817; AID 1007; actives 0.04% (n = 190,000); inhibition, % at 10 µM
Mcl-1 Bim block = human Bim-Mcl-1 interaction inhibition; AID 1009; Q07820; inhibition, % at 10 µM; Bead-based flow cytometry, Bim peptide-Mcl-1 binding; actives 0.1% (n = 190,000);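 further: 0% = no compound tracer wells and 100% = peptide blocker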
Mcl1-Bid inh = Mcl-1/Bid interaction inhibition; TR-FRET Mcl-1/Bid-Dy647 peptide binding, 1536-well; inhibition, % at 21.7 µM; actives 0.97% (n = 220,000); AID 1021;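 active means compounds that cut the binding signal by more than half at the single screening dose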;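 further: His-tagged Mcl-1 with europium anti-His antibody binding Bid BH3 peptide; 0% = Mcl-1 plus peptide wells and 100% = peptide-only wells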
GSH fluor = compound fluoresces at 488/530 nm on GSH beads. actives 0.25% (n = 190,000). fluorescence (KMESF) at 10 µM. GSH beads flow cytometry, compound fluorescence 488/530 nm; active compounds read high; in the data active means fluorescence above about 89;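 further: glutathione beads carrying GST-tagged Bcl family fusion proteins plus one bare bead set; values are compound well signal with DMSO vehicle wells as background; inactives centre near 16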
Bcl-2 Bim block = disrupts Bim peptide binding to human Bcl-2; actives 0.06% (n = 190,000); Bead-based flow cytometry, Bim peptide-Bcl-2 binding; inhibition, % at 10 µM; AID 950; in the data active means inhibition above about 40%; inconclusive means no clear call, values can overlap the other calls;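 further: 0% = no compound wells with probe peptide and 100% = reference peptide inhibitor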
Target sequence (P10415 whole entry, looked up): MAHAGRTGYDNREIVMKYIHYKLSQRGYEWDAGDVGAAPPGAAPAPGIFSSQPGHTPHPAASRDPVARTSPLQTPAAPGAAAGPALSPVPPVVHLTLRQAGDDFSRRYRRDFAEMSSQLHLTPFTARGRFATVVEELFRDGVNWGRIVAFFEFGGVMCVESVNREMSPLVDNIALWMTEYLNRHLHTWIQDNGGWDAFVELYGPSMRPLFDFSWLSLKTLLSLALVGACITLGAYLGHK
Bcl-W Bim block = disrupts Bim peptide binding to human Bcl-W; Q92843; bead-based flow cytometry; inhibition, % at 10 µM; actives 0.02% (n = 190,000); AID 952;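 further: 0% = bound tracer without compound and 100% = peptide blocker; higher means less fluorescent Bim peptide bound to Bcl-W beads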
* = called active by the depositor; ? = inconclusive. Unless noted, no stated cut-off is given here; in the data, active means inhibition above about 40%.

SMILES	RGS4-Gao reg	Bim-Bcl-B	Bim-Bfl-1	RGS8-Gao reg	RGS7-Gao	Bcl-XL Bim block	Mcl-1 Bim block	Mcl1-Bid inh	GSH fluor	Bcl-2 Bim block	Bcl-W Bim block
CCOC(=O)C1C(=O)NC(c2ccccc2)=NC1c1ccc(OC)cc1 (stereo not drawn)	99	-2	-7	97	94	-2	-3	-15	14	-2	-2
Cc1c(Cl)cccc1NC(=S)N1CCCN(Cc2ccccc2F)C1	103	-5	-2	100	101	-3	-1	-39	24	0	-6
CC(C)NC(=O)NC(=O)COC(=O)c1ccc(S(=O)(=O)Nc2ccccc2)cc1	102	-2	-3	107	103	-2	1	12	11	0	0
O=[N+]([O-])c1cccc(-c2nc(NCc3ccccc3)c3ccccc3n2)c1	102	-8	0	103	102	-8	-9	-2	23	-6	-4
Cc1cccc(OCCCC(=O)Nc2ccc(S(=O)(=O)Nc3onc(C)c3C)cc2)c1C	103	-7	-13	104	105	-4	-1	-29	35	-7	-1
Cc1ccc(C2N(c3ccc(F)cc3)C(=O)C3CCCN32)cc1 (stereo not drawn)	96	-6	-14	96	99	-7	0	-13	16	-11	-3
Cc1c(Cl)c([N+](=O)[O-])nn1Cc1ccc(C(=O)N/N=C\c2cccc(Br)c2)o1	97	-2	-3	99	98	1	1	-2	22	-4	2
Cc1cc(Nc2nc3c(c(=O)n(C)c(=O)n3C)n2C)n(-c2ccc(Cl)cc2)n1	113	-10	-9	107	112	-7	-3	-65	47	-7	2
COC(=O)c1cccc(S(=O)(=O)N2CCC(C)CC2)c1	102	-9	-17	102	102	-7	0	-15	26	-9	1
Cc1ccccc1NC(=O)CSc1nnc(-c2ccccc2)n1-c1ccccc1	101	0	-4	102	102	-2	-6	-19	17	-5	-4
C=CCNC(=O)c1ccccc1NC(=O)Cc1ccccc1[N+](=O)[O-]	99	3	0	91	98	-3	-5	-8	10	1	0
O=C(CCN1CCOCC1)Nc1c(-c2ccccc2)c2cc(Br)ccc2[nH]c1=O	101	0	0	101	100	-1	0	3	11	0	0
Cc1cc(C)cc(N(CC(=O)N2CCN(Cc3ccccc3)CC2)S(=O)(=O)c2c(C)noc2C)c1	100	-6	-7	97	98	-1	1	-9	22	-7	2
CC(C)OC(=O)c1cccc(-c2ccc(C=O)o2)c1	102	-8	-16	103	98	-3	-3	-13	12	-8	-3
CC(C)c1ccc(-c2nc(N3CCOCC3)[nH]c(=O)c2C#N)cc1	98	0	-2	100	100	-1	0	1	19	-6	-1
CN(C)N1C(N)=C(C#N)C(c2cccnc2)C2=C1CCCC2=O (stereo not drawn)	90	0	-1	102	91	-2	-3	-35	14	1	-1
Cc1ccc(-c2nnc(Sc3nc4ccccc4o3)c3ccccc23)cc1	103	-12	-3	104	101	-4	-2	-9	17	1	-4
Cc1nc(N)ncc1Sc1ccc(Cl)cc1	98	4	5	102	104	0	1	2	20	2	0
CCSc1nc2c(c(=O)[nH]1)C(c1ccncc1)C(C(=O)OC(C)C)=C(C)N2 (stereo not drawn)	99	-2	-1	101	98	0	0	-21	22	-1	-5
COc1ccc(OCC(=O)NCc2cccnc2)cc1	99	-7	-20	102	97	-9	-4	-2	37	-12	-2
COc1cccc(N2C(=O)C(c3ccccc3)=C(c3nc4ccccc4s3)C2NC(C)=O)c1 (stereo not drawn)	111	-4	-2	110	112	-2	-2	-6	24	-2	-1
Cc1ccc(C(=O)C[n+]2cccc3cc(C)ccc32)cc1	111	-1	3	100	114	1	2	-13	26	1	2
COc1ccc(-c2nnn(CC(=O)N3CCOCC3)n2)cc1	100	-11	-17	97	118	-8	-4	-12	34	-10	2
CCOC(=O)CC1C(=O)NCCN1C(=O)c1c(F)cccc1F (stereo not drawn)	101	-5	-8	98	100	-2	1	-10	10	-5	1
O=C1CC(c2ccccc2)n2nc(NC(=O)c3ccccn3)nc2N1 (stereo not drawn)	101	-5	-19	101	103	-2	0	-10	24	-12	1
COCCN(CCOC)Cc1c(O)ccc2c3c(c(=O)oc12)CCC3	96	-3	0	99	95	-2	-2	-34	12	0	0
O=S(=O)(c1cccc(C(F)(F)F)c1)N1CCN(c2cnccn2)CC1	98	-6	-9	99	?	-2	-2	-8	17	-5	-5
Cc1sc2nc(SCC(=O)Nc3c(C)n(C)n(-c4ccccc4)c3=O)n(C)c(=O)c2c1C	98	-7	3	100	102	-4	-2	-14	13	-1	0
CC(/C=C/c1ccccc1)NC(N)=O (stereo not drawn)	100	-7	-15	102	99	6	0	-15	27	-8	0
Nc1nc2sc3c(c2cc1C(=O)N1CCOCC1)CCCC3	101	0	0	102	101	-3	0	-9	14	-2	-4
C1=CN2CCC1C(c1ccccc1)C2 (stereo not drawn)	102	-3	-9	100	96	1	2	-10	18	0	4
CCCCCCCc1nc2c(=O)n(C)c3ccccc3c2o1	95	-13	-15	96	100	-6	-8	-28	22	-11	-3
O=C(NC1CCCC1)C1CCCN(S(=O)(=O)c2cccc3cccnc23)C1 (stereo not drawn)	102	-7	-7	100	99	0	1	-17	24	-2	3
O=C(O)CCCC(=O)Nc1ccc(Sc2ccc([N+](=O)[O-])cc2)cc1	101	2	0	99	95	-2	1	-10	14	3	0
COc1ccccc1C(=O)N(CCC1CCCN1C)c1nc2ccccc2s1 (stereo not drawn)	105	-4	-5	105	106	-1	1	-16	14	-5	-2
Nc1nnc(CCS(=O)(=O)c2cc(Cl)ccc2Cl)s1	105	-2	-3	104	107	-5	3	-10	61	-5	4
CNC(=O)COc1ccc(C=O)cc1OC	91	-6	-3	72	86	-6	-4	-14	4	-3	-4
Cc1cccc(S(=O)(=O)Nc2ccc(-c3cn4ccccc4n3)cc2)c1	103	-2	-1	102	104	-2	-4	-26	11	0	-3
CCc1ccccc1NC(=O)c1cccc(Oc2ccc([N+](=O)[O-])cc2Cl)c1	101	-8	-17	100	106	-5	-2	-21	18	-11	-3
CCN(CC)c1ccc(NC(=O)COC(=O)c2cccs2)cc1	96	-10	2	96	100	-1	-5	-23	23	-5	3

Shown with two lines to a compound: part of the list above
Results follow in this order: RGS4-Gao reg | Bim-Bcl-B | Bim-Bfl-1 | RGS8-Gao reg | RGS7-Gao | Bcl-XL Bim block | Mcl-1 Bim block | Mcl1-Bid inh | GSH fluor | Bcl-2 Bim block | Bcl-W Bim block
> O=C(O)CCCC(=O)Nc1ccc(Sc2ccc([N+](=O)[O-])cc2)cc1
  101 | 2 | 0 | 99 | 95 | -2 | 1 | -10 | 14 | 3 | 0
> COc1ccccc1C(=O)N(CCC1CCCN1C)c1nc2ccccc2s1 (stereo not drawn)
  105 | -4 | -5 | 105 | 106 | -1 | 1 | -16 | 14 | -5 | -2
> Nc1nnc(CCS(=O)(=O)c2cc(Cl)ccc2Cl)s1
  105 | -2 | -3 | 104 | 107 | -5 | 3 | -10 | 61 | -5 | 4
> CNC(=O)COc1ccc(C=O)cc1OC
  91 | -6 | -3 | 72 | 86 | -6 | -4 | -14 | 4 | -3 | -4
> Cc1cccc(S(=O)(=O)Nc2ccc(-c3cn4ccccc4n3)cc2)c1
  103 | -2 | -1 | 102 | 104 | -2 | -4 | -26 | 11 | 0 | -3

Later entries.
SMILES	RGS4-Gao reg	Bim-Bcl-B	Bim-Bfl-1	RGS8-Gao reg	RGS7-Gao	Bcl-XL Bim block	Mcl-1 Bim block	Mcl1-Bid inh	GSH fluor	Bcl-2 Bim block	Bcl-W Bim block
N#Cc1c(NC(=O)CN2CCN(S(=O)(=O)c3ccc4c(c3)OCCO4)CC2)sc2c1CCC2	96	-5	-7	98	94	-2	0	39	10	-3	4
Nc1ccc(N2CCN(c3ccccc3)CC2)c(F)c1	95	-10	3	99	89	-1	0	-19	17	0	0
C=CCSC1=C(C#N)C(c2ccccc2)CC(=O)N1 (stereo not drawn)	102	-3	-2	102	107	9	4	-3	10	4	5
COC(=O)CSc1nc2ccc(NC(=O)c3ccccc3C(=O)N3CCOCC3)cc2s1	101	-7	-9	103	102	-6	-2	-7	11	-8	-4
O=C(C1CCCCN1S(=O)(=O)c1ccccc1)N1CCCCC1 (stereo not drawn)	89	-1	0	97	93	-3	-1	-23	10	-2	-3
O=C(Nc1ccccc1)O/N=C(\c1ccccc1)c1ccccn1	91	-7	-16	96	92	-3	-3	-6	31	-4	2
O=C(NC1CCCC1)C(c1ccc(Cl)cc1)N1CCOCC1 (stereo not drawn)	101	-5	-1	104	106	-3	-3	3	24	-1	-1
NC(=S)Nc1ccc2cn[nH]c2c1	95	0	-4	98	98	-3	0	-30	21	-1	-1
CCOc1cc(CNc2ccc(S(N)(=O)=O)cc2)cc(Cl)c1OC	103	-5	-1	104	103	-3	-2	-31	9	-5	-2
CC(=O)c1cc(F)c(N2CCCC2)cc1C	104	0	-1	103	101	2	-1	-92	11	0	-2
O=C(/C=C/c1ccco1)NCc1ccc(F)cc1	105	-19	-1	100	100	-3	0	-37	20	1	1
O=C(COC(=O)CNC(=O)c1cccc([N+](=O)[O-])c1)NCc1ccco1	100	-1	-2	98	?	-3	-1	-36	14	-2	-1
O=C(O)c1cccc(NC(=S)NC(=O)C(c2ccccc2)c2ccccc2)c1	102	-9	-18	101	100	-6	-4	0	27	-11	-4
COc1ccc(NC(=O)COC(=O)Cc2ccc(Br)cc2)cc1	103	-5	-6	99	?	-5	-2	-18	15	-8	-2
Cc1cccc(-n2ncc3c(N4CCCC4)ncnc32)c1	100	-1	-1	100	100	-2	-2	-2	62	0	-3

By substructure: the compounds so far containing two or more sulfur atoms
SMILES	RGS4-Gao reg	Bim-Bcl-B	Bim-Bfl-1	RGS8-Gao reg	RGS7-Gao	Bcl-XL Bim block	Mcl-1 Bim block	Mcl1-Bid inh	GSH fluor	Bcl-2 Bim block	Bcl-W Bim block
Cc1sc2nc(SCC(=O)Nc3c(C)n(C)n(-c4ccccc4)c3=O)n(C)c(=O)c2c1C	98	-7	3	100	102	-4	-2	-14	13	-1	0
Nc1nnc(CCS(=O)(=O)c2cc(Cl)ccc2Cl)s1	105	-2	-3	104	107	-5	3	-10	61	-5	4
N#Cc1c(NC(=O)CN2CCN(S(=O)(=O)c3ccc4c(c3)OCCO4)CC2)sc2c1CCC2	96	-5	-7	98	94	-2	0	39	10	-3	4
COC(=O)CSc1nc2ccc(NC(=O)c3ccccc3C(=O)N3CCOCC3)cc2s1	101	-7	-9	103	102	-6	-2	-7	11	-8	-4
